Screening results from PubChem.
TDP1 inh = qHTS Assay for Inhibitors of Tyrosyl-DNA Phosphodiesterase (TDP1) | Tyrosyl-DNA phosphodiesterase 1 (Homo sapiens), Q9NUW8 | recombinant TDP1, AlphaScreen DNA substrate cleavage | Potency, µM (series often up to 130 µM), without a hit: at the highest dose activity change, negative = inhibition, actives largely listed as inhibitors | actives 0.28% (n = 350,000); note: nearly all actives have a fitted effect of over 40% in size
Target sequence (Q9NUW8 whole entry, looked up): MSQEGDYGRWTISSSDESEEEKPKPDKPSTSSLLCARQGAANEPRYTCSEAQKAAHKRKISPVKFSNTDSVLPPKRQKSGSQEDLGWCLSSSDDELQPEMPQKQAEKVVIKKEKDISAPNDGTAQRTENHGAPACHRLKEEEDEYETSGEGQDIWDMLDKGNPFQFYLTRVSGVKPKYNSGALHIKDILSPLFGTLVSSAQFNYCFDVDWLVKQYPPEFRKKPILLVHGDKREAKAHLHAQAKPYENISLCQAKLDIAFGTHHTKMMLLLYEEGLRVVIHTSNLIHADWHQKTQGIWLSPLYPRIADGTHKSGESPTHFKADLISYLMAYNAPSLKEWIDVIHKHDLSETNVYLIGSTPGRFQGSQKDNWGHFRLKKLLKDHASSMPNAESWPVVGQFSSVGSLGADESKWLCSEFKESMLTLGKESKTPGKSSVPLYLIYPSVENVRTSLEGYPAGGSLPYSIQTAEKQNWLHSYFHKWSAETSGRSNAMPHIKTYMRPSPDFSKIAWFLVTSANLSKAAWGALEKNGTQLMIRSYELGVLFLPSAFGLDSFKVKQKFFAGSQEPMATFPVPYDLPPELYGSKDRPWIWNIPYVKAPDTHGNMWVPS
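E. coli-derived human Tdp1, 1 nM final. Cpd preinc 15 min RT; substrate 15 nM final, 5 min RT; AS bead mix 10 ug/ml final, 10 min RT. Signal loss = tyrosine-FITC cleavage. No-enzyme wells = max signal.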
N370S GC mod = qHTS Assay for Inhibitors and Activators of N370S glucocerebrosidase as a Potential Chaperone Treatment of Gaucher Disease; actives 0.092% (n = 330,000); AID 2101, 2009; N370S GC spleen homogenate, 4MU-glucoside fluorescence; Potency, µM (titrated, usually from 59.4 µM), inactives show top-dose activity change, negative = inhibition, usual class: inhibitors;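 note: 0% = full enzyme activity and -100% = no enzyme basal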
TDP1 cell noCPT = qHTS for Inhibitors of human tyrosyl-DNA phosphodiesterase 1 (TDP1): qHTS in cells in absence of CPT; DT40 Tdp1-/- hTDP1 cells, no CPT, ATP luminescence, 48 h; Potency, µM (titrated, usually from 46.2 µM), without a hit: at the highest dose activity change, negative = growth inhibition, usual class: inhibitors; actives 15% (n = 420,000); AID 686978, 2013; note: nearly all actives have a fitted effect of over 55% in size
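Chicken DT40 Tdp1-/- cells complemented with human TDP1, screened without camptothecin (DMSO vehicle only), 400 cells/well. Compounds pin-transferred, cells incubated at 37 °C for at least 48 hr. Growth read as ATP-dependent luminescence (CellTiter-Glo, 30 min at RT).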
* = called active by the depositor; ? = inconclusive; . = no result given; & = joins results of further samples; [ ] = dose if it differs, or a comment. Calls come from the whole dose curve; as a rule, active = well fitted curve in the direction sought with a large enough effect; inconclusive = small, poorly fitted or top-dose-only effect, or another doubt; inactive = no such curve, though single readings can be large; an effect the other way counts as inactive or inconclusive. Unless noted, % is set by controls: 0 for no effect and ±100 for the full control effect; potency is the fitted concentration of half-maximal effect.

Start of the listing, in advance (5 entries):
smiles | TDP1 cell noCPT | N370S GC mod | TDP1 inh
Cc1ccc(C2OC3=C(C(=O)CC(C)(C)C3)C(N)=C2C#N)o1 (configuration not stated) | 0% | 5% | 5%
O=C(c1sc2ccccc2c1Cl)N(Cc1cccs1)C1CCS(=O)(=O)C1 (configuration not stated) | ? | -8% | 3%
COC(=O)c1[nH]c2cc(OC)ccc2c1NC(=O)CCN1CCN(c2cccc(C)c2C)CC1 | 21µM* | -5% | 4%
CCCN1CCC(=O)N([C@H](CSc2ccccc2)CC(C)C)CC1 | ? | -13% | .
COc1ccccc1N1CCN(C2CCN(S(=O)(=O)c3ccc4ccccc4c3)CC2)CC1 | ? | -22% | 6%

This part in full, repeating the preview:
smiles | TDP1 cell noCPT | N370S GC mod | TDP1 inh
Cc1ccc(C2OC3=C(C(=O)CC(C)(C)C3)C(N)=C2C#N)o1 (configuration not stated) | 0% | 5% | 5%
O=C(c1sc2ccccc2c1Cl)N(Cc1cccs1)C1CCS(=O)(=O)C1 (configuration not stated) | ? | -8% | 3%
COC(=O)c1[nH]c2cc(OC)ccc2c1NC(=O)CCN1CCN(c2cccc(C)c2C)CC1 | 21µM* | -5% | 4%
CCCN1CCC(=O)N([C@H](CSc2ccccc2)CC(C)C)CC1 | ? | -13% | .
COc1ccccc1N1CCN(C2CCN(S(=O)(=O)c3ccc4ccccc4c3)CC2)CC1 | ? | -22% | 6%
Cc1ccc(S(=O)(=O)NCc2cn3ccccc3n2)c(C)c1 | -7% | 2% | 2%
COc1ccc(-c2cc(C(F)(F)F)nc(SCC(=O)NCCN3CCOCC3)n2)cc1OC | -16% | 8% | 1%
COc1nn(CC(=O)N2N=C(C(F)F)CC2(O)C(F)F)cc1[N+](=O)[O-] (configuration not stated) | -22% | 1% | 4%
O=C(CN1C(=O)COc2ccccc21)N(Cc1ccccc1)Cc1ccccn1 | -17% | 7% | 6%
Nc1ccn(CC(=O)NCc2ccc3c(c2)OCO3)c(=O)n1 | 0% | . | -2%
Cc1ccc(S(=O)(=O)OC[C@@H]2CN3[C@H](c4ccc(Br)cc4)[C@H](C)CC[C@H]3C(=O)O2)cc1 | . | 7%[12.8 µM] | 6%[21 µM]
O=C(C1CCC1)N1CCN(S(=O)(=O)c2ccc(F)cc2)CC1 | -25% | 2% | 0%
CN1CCN2c3ccccc3Cc3ccccc3C2C1 (configuration not stated) | ? | 16%&-7%&-6%&0% | 8%
COCCn1c(=NC(=O)/C=C/c2ccccc2)sc2cc(NC(C)=O)ccc21 | ? | 2% | 3%
NNC(=O)CN1C(CN2CCOCC2)=Nc2ccc(Br)cc2C1c1ccccc1 (configuration not stated) | -8% | -7% | -1%
COC(=O)/C=C1\S/C(=N/NC(=O)c2ccc(OC)cc2)NC1=O | -21% | 1% | -2%
O=C(c1ccc(F)cc1)N1CCCCC(S(=O)(=O)c2ccccc2)C1=O (configuration not stated) | ? | -6% | 1%
CC(C)OC(=O)CC12CN3CN(C1)CC(CC(=O)OC(C)C)(C3)C2=O | 4% | -2% | 5%
Cc1cccc(C(C(=O)NC2CCCCC2)N(Cc2cccnc2)C(=O)c2csnn2)c1 (configuration not stated) | -22% | -21% | 4%[0.0935 µM]
C=CCn1c(SCC(=O)NCCc2ccccc2)nnc1C(C)NC(=O)c1cccs1 (configuration not stated) | 2% | -8% | -2%
Cc1ccc(OCCn2cc(C(=O)c3ccco3)c3ccccc32)cc1C | 18µM* | . | 0%
COc1ccc(N2CC(O)=C(c3n(C)c4ccccc4[n+]3C)C2=N)cc1 | ? | 5% | 2%
FC(F)(F)c1cc(-c2ccccc2)nc(NC2CCCC2)n1 | -18% | 7% | -9%
O=C(Nc1ccccc1F)c1cccc(C(=O)Nc2ccccc2F)c1 | -15% | -16% | .
C/C(=N\NC(=O)c1ccn(C)n1)c1ccc(NC(=O)C2CCC2)cc1 | 3% | -4% | 3%
COc1ccc(C(C#N)c2cnccn2)cc1OC (configuration not stated) | 10% | ? | -3%
COc1cccc(CNC(=O)CN2C(=O)CSc3ccc(S(=O)(=O)N(C)C)cc32)c1 | -29% | . | 0%
COC(=O)C1CCN(C(=O)COC(=O)c2ccc(=O)n(Cc3ccccc3)n2)CC1 | -17% | 1% | .
COCc1ccc(C(=O)N2CCCC(Nc3ccc(F)c(F)c3)C2)s1 (configuration not stated) | -12% | -5% | 3%
CC1CCN(S(=O)(=O)c2ccc3ncn(CC(=O)N4CCN(C)CC4)c(=O)c3c2)CC1 | -3% | -8% | 0%
O=C(COC(=O)c1ccc2c(c1)OCCO2)Nc1ccc(F)cc1F | -3% | . | -2%
O=C(CCCc1c[nH]c2ccccc12)Nc1ccc(S(=O)(=O)Nc2ncccn2)cc1 | 3% | 0% | 4%

As entered above.
O=C(CN1C(=O)COc2ccccc21)N(Cc1ccccc1)Cc1ccccn1 – TDP1 inh: 6%
COc1ccc(-c2cc(C(F)(F)F)nc(SCC(=O)NCCN3CCOCC3)n2)cc1OC – TDP1 cell noCPT: -16%
COc1cccc(CNC(=O)CN2C(=O)CSc3ccc(S(=O)(=O)N(C)C)cc32)c1 – TDP1 cell noCPT: -29%
COC(=O)C1CCN(C(=O)COC(=O)c2ccc(=O)n(Cc3ccccc3)n2)CC1 – TDP1 cell noCPT: -17%

Other results.
smiles | TDP1 cell noCPT | N370S GC mod | TDP1 inh
O=C(Cn1cnc2c(OCc3ccccc3)ncnc21)NCc1ccccc1 | 16µM* | . | 0%
Cc1cc(C)cc(-n2c(SCC(=O)N3CCc4ccccc43)nc3c([nH]c4ccccc43)c2=O)c1 | 8% | . | -1%
O=C(CN1C(=O)CSc2ccc(S(=O)(=O)N3CCOCC3)cc21)NCCCN1CCc2ccccc2C1 | ? | 0% | -5%
CC(C)CNS(=O)(=O)c1cc2c3c(c1)CCC(=O)N3CCC2 | 4% | 13% | -2%
COc1cccc(NC(=O)CN(C)C(=O)c2ccc(S(=O)(=O)Nc3ccccc3F)cc2)c1 | -17% | 2% | 8%
CCOc1cc(C2C3=C(CC(C)(C)CC3=O)N(CCCOC)C3=C2C(=O)CC(C)(C)C3)ccc1O | 1% | -1% | .
Cc1ccc(C(=O)NN2CC(O)=C(c3nc(-c4cccc([N+](=O)[O-])c4)cs3)C2=N)cc1 | -19% | 3% | -3%
CC1Sc2ccc(S(=O)(=O)CCC(=O)N(C)Cc3ccco3)cc2NC1=O (configuration not stated) | ? | 5% | 2%
C/C(N)=C(/C#N)C(=O)COC(=O)c1cccc(O)c1 | -2% | -12% | -1%
Cc1cc(N)c2ccccc2[n+]1CCCCCCCCCCCCCC[n+]1c(C)cc(N)c2ccccc21 | . | ? | 24%[56.1 µM]
Cc1cccc(NC(=O)C2CC(O)CN2C(=O)Oc2ccccc2)c1 (configuration not stated) | -15% | -13% | .
O=c1ccc(NS(=O)(=O)c2ccccc2)cn1Cc1ccc(Cl)c(Cl)c1 | 0% | -29% | 10%
O=S(=O)(c1ccc(N2CCN(Cc3ccccc3)CC2)nc1)N1CCCC1 | ? | . | 1%
Cc1ccc(-n2nc(C(=O)NCCc3cccc(C)c3)c3c4ccccc4n(C)c3c2=O)cc1 | -3% | . | 0%
O=C(C1CCC(Cn2c(=S)[nH]c3ccccc3c2=O)CC1)N1CCN(c2ccccn2)CC1 (configuration not stated) | 23µM* | 0% | -2%
COc1ccc(C)cc1NC(=O)Nc1ccc2c(c1)CCC2 | ? | -3% | 2%
CN(C)S(=O)(=O)c1ccc(NC(=O)COC(=O)CC2CC3CCC2C3)cc1 (configuration not stated) | -2% | -16% | 3%
Cc1cc(C)c[n+](-c2[nH]c(=O)sc2/C=N/N=C(\N)[S-])c1 | -25% | -17% | -2%
S=c1[nH]nc(COc2ccc(Cl)cc2)n1-c1ccc(Cl)cc1 | -24% | -8% | .
O=C(c1ccc(C(F)(F)F)cc1)N1CCN(c2ccc(N3CCOCC3)nn2)CC1 | ? | -6% | 0%
Nc1nc(-c2cc3ccccc3o2)cs1 | -16% | 0% | 2%
COC(=O)C1=NN[C@H](C(=O)OC)[C@H]1c1ccccc1 | -4% | -5% | -8%
COc1cccc(C(=O)OC2CCN(C)CC2)c1 | -6% | 8% | 0%
CCOc1cc(NC(=O)C2CC2)c(OCC)cc1NC(=O)CCn1nnc2ccccc21 | -10% | 2% | 4%
CCCNS(=O)(=O)c1ccc(N2CCCC2=O)c([N+](=O)[O-])c1 | -4% | -15% | 3%
CCc1nnc(NS(=O)(=O)c2ccc(N/C=C(\C=O)c3nc4cc(Cl)ccc4o3)cc2)s1 | 5% | -26% | 7%
CC(C)(C)c1nc(CN2CCCCC2)cc(CN2CCCCC2)c1O | ? | -2% | 3%
O=C(CCC(=O)N/N=C/c1ccccc1O)NCc1ccccc1 | ? | -13% | 5%
CC1CCN(C(c2ccc(N(C)C)cc2)c2nnnn2Cc2ccc(F)cc2)CC1 (configuration not stated) | ? | 2% | 0%
COc1cccc(/C=N/Nc2nc3ccccc3n3cnnc23)c1 | ? | -6% | 5%
CCN(CC)C(=O)c1ccc(S(=O)(=O)NCc2cccnc2)cc1 | ? | -3% | 4%
COC(=O)c1ccc(C(=O)OC)c(NC2=NS(=O)(=O)c3ccccc32)c1 | -10% | -4% | 5%
COc1ccnc2c1c(=O)n(Cc1cccc(Cl)c1)c(=O)n2C | -30% | 0% | 3%
COc1ccc(N2CCN(C(CNC(=O)C(=O)NCc3ccc4c(c3)OCO4)c3ccco3)CC2)cc1 (configuration not stated) | -27% | -4% | 5%
CC(C)OCCCNC(=O)Cn1ncc2c(=O)oc3ccccc3c21 | -12% | 6% | -2%
CCCc1ccc(C(=O)NNc2cccc(C)c2)cc1 | ? | 26% | 5%
Clc1ccc(CSc2cc3c(nn2)-c2ccccc2CC3)cc1 | ? | 4% | .
O=S(=O)(c1cccc2nsnc12)N1CCc2ccccc21 | -21% | 9% | 9%
COC(=O)[C@@]1(Cc2ccccc2)[C@H]2c3cc(C(=O)N4CCCC4)n(Cc4ccc(OC)c(OC)c4)c3C[C@H]2CN1C(=O)c1ccccc1 | . | -10% | 14%
CCOc1ccc(CN2CCC(Cc3ccccc3)CC2)cc1 | ? | -4% | .
COc1ccc(OC)c(CCNc2nc3ccccc3c3nc(-c4cccnc4)nn23)c1 | ? | . | 3%
Cc1ccccc1CNC(=O)Cc1ccccc1[N+](=O)[O-] | ? | 7% | 8%
CCCCCOc1ccc(/C=C/C(=O)Nc2sc(C(C)=O)c(C)c2C(=O)OCC)cc1OC | 5.8µM* | . | 2%[2.28 µM]
CCOc1ccc(NC(=O)N[C@@H](CCSC)C(=O)OC)cc1 | -7% | -11% | 7%
O=S(=O)(c1ccc(Br)cc1)c1nc(-c2cccs2)oc1SCc1ccccc1F | ? | . | 0%
CC(=O)Nc1ccc(C(=O)OCC(=O)NCc2ccccc2)cc1 | 21µM* | 4% | -8%
COc1cccc2c1Oc1ncccc1N(C(=O)Nc1cccc(Cl)c1)C2 | ? | . | 7%
CCCN1C2CCCC1CC(NC(=O)c1ccccc1F)C2 (configuration not stated) | -17% | -1% | 0%
O=C(NCc1ccccc1)c1cccnc1Sc1ccccc1 | 17% | 0% | .
COC(=O)CN1C(C(=O)c2ccccc2)=C(OC(=O)c2ccc(F)cc2)c2ccccc2S1(=O)=O | -23% | . | 2%
C=C(C)Cn1c(CN(C)Cc2ccccc2)nc2c1c(=O)n(C)c(=O)n2C | 5.2µM* | -4% | .
CCOc1ccccc1NC(=O)CN1C(=O)CC(c2ccc(C)c(C)c2)=Nc2ccccc21 | -14% | . | 6%
CC(C)(C)OC(=O)NC(Cc1ccccc1)C(=O)NC1COC2CC(n3cc(F)c(=O)[nH]c3=O)OC12 (configuration not stated) | . | -9% | 10%
COc1ccc(S(=O)(=O)Nc2ccc3c(c2)N(C(C)=O)CCC3)cc1OC | ? | -10% | .
O=C(CSc1ncc(-c2ccccc2)[nH]1)Nc1ccccc1 | ? | 5% | 8%&5%
COc1cccc(OC)c1OCCN1CCCC1 | ? | 1% | .

More records
smiles | TDP1 cell noCPT | N370S GC mod | TDP1 inh
COc1ccc2c(C#N)c3ccccn3c2c1 | 23µM* | ? | .
Cc1ccc(NC(=O)c2cc(NC(=O)c3ccccc3C(=O)O)ccc2N2CCCCC2)cc1 | 11% | 4% | 0%
Cc1c(C(=O)c2ccccc2)c(=O)n(C)c(=O)n1C | 0% | 17% | -3%
O=C(NCC1CCCO1)c1cc2c(s1)CCC2 (configuration not stated) | 17% | 9% | 1%
CC(=O)N1CCN(CC(=O)Nc2ccccc2C(=O)NCc2ccc(C)cc2)CC1 | ? | -13% | .
COc1ccc(NC(=O)CSc2nnc(C(C)C)n2N)cc1 | -12% | 5% | 5%
CCN(CC)CCNc1nc(-n2nc(C)cc2C)nc2sc3c(c12)CC(C)(C)OC3 | 10µM* | -18% | 1%
Cc1cc(S(=O)(=O)NCc2ccc(S(N)(=O)=O)cc2)c(C)s1 | -6% | -7% | 1%
CCOC(=O)c1c(NC(=O)CN2CCOCC2)sc(C(=O)NC)c1C | -16% | 1%[12.8 µM] | 5%

These rows are one share of the data; rates above refer to the full screens.
